Screening data: PubChem, National Center for Advancing Translational Sciences (NCATS)
FUS yeast rescue = qHTS for Suppressors of FUS Proteinopathy: Primary screen using FUS-linked yeast assay. actives 0.24% (n = 390,000). Potency, µM (titrated, usually from 76.6 µM), inactives show at the highest dose growth rescue (activation), usual class: activators. S. cerevisiae FUS-expressing, growth rescue, OD600, 24 h;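 also: potency is read from the fitted curve at half-maximal effect; plate controls were DMSO vehicle for no effect and reference control for full effect; nearly all actives have a fitted effect of over 55% in size; some results filed as inactive show a strong effect at the top dose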
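Restored growth of FUS-toxic S. cerevisiae, read as 600 nm absorbance after 24 h at 30C in galactose medium (starting OD 0.005). Controls CP55940 and DMSO.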
EPAC1 agonist = qHTS for Agonist of cAMP-regulated guanine nucleotide exchange factor 3 (EPAC1): primary screen; Rap guanine nucleotide exchange factor 3 (Homo sapiens), O95398; EPAC1 agonist qHTS, biochemical assay; response scale: 100% = response to 6.5 mM cAMP; Potency, µM (top dose mostly 154 µM), for inactives: at the highest dose activation, hits mostly activators; actives 0.073% (n = 360,000); also: potency is read from the fitted curve at half-maximal effect; nearly all actives have a fitted effect of over 60% in size
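Nucleotide exchange by EPAC1 (100 nM) on Rap1B–BODIPY-GDP (250 nM) in the presence of 50 uM GDP is tracked fluorescently at 480/540 nm over 30 min. Signals are normalized to a 6.5 mM cAMP control.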
PI5P4K alpha inh = qHTS for Inhibitors of phosphatidylinositol 5-phosphate 4-kinase (PI5P4K). Phosphatidylinositol 5-phosphate 4-kinase type-2 alpha (Homo sapiens), P48426. AID 652105, 2013. max response, %. PI5P4Kalpha enzyme, ADP-Glo luminescence, 60 min; hits give low values. actives 1.2% (n = 330,000); active = max response of -50% or lower; inconclusive = between -30% and -50%; inactive = -30% or higher; also: value at the top dose of about 77 µM; % is scaled to controls: 0 for no effect and ±100 for the full control effect
Target sequence (P48426 whole entry, looked up): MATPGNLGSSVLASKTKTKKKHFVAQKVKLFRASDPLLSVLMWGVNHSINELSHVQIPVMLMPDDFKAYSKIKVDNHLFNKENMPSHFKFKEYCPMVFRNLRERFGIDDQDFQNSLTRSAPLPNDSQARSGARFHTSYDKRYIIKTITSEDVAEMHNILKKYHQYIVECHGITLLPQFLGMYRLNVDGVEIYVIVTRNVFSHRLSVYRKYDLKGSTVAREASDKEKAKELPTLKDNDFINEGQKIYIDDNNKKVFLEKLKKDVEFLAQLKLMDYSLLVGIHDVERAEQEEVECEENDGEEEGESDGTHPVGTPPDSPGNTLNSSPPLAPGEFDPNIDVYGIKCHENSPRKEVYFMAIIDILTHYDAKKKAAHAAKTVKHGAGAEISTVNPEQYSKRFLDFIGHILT
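ADP-Glo luminescence end-point read after a 60 min room-temperature kinase reaction of PI5P4Kalpha plus substrate, initiated with ATP at 5 microM final. Buffer: 0.038 M HEPES pH 7.4, EGTA, 0.1% CHAPS, 5% DMSO.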
PLK1 PBD inh = qHTS for Inhibitors of PLK1-PDB (polo-like kinase 1 - polo-box domain): Primary Screen. Plk1 PBD binding of FITC phosphopeptide, fluorescence polarization. actives 2.8% (n = 360,000). Potency, µM, without a hit: max response, negative = inhibition, actives largely listed as inhibitors. Serine/threonine-protein kinase PLK1 (Homo sapiens), P53350; also: potency is read from the fitted curve at half-maximal effect; series mostly up to about 57 µM; % is scaled to controls: 0 for no effect and ±100 for the full control effect; nearly all actives have a fitted effect of over 65% in size
Target sequence (P53350 whole entry, looked up, the tested form may be a part): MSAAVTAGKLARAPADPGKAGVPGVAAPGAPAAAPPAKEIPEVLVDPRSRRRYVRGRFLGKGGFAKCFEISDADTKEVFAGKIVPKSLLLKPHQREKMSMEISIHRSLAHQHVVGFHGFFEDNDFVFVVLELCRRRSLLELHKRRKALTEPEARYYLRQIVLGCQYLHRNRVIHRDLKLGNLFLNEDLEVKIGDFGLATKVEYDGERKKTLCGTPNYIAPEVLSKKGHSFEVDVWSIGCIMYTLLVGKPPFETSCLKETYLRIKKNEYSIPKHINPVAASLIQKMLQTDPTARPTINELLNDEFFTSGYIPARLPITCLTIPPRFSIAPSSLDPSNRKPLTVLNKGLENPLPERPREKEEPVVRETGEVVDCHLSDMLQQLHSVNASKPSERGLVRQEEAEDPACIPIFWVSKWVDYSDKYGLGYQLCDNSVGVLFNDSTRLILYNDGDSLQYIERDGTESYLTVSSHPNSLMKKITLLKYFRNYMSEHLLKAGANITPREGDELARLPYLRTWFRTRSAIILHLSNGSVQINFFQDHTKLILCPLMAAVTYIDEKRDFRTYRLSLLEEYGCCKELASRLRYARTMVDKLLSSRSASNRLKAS
Abeta rescue = qHTS for compounds that reverse cellular toxicity of Amyloid beta (A-beta) peptide in yeast: Primary Screen; yeast expressing A-beta42, growth rescue, OD600, 48 h; response scale: 0% DMSO, 100% iron-clioquinol control; Potency, µM (top dose mostly 46.1 µM), without a hit: at the top dose growth rescue, usual class: activators; actives 0.063% (n = 410,000); also: potency is read from the fitted curve at half-maximal effect; nearly all actives have a fitted effect of over 55% in size
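Yeast A-beta toxicity model in growth medium with pinned compounds, 48 h at 30 C; growth read as absorbance at 600 nm. Normalized to FeCl3/clioquinol equimolar mix (positive) and DMSO (negative).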
IL-2 act = qHTS of IL-2 Activators; actives 0.065% (n = 360,000); activation, % (series mostly up to about 46 µM); AID 652025, 2013; IL-2 activation reporter assay, cell-based qHTS; stimulated with anti-CD3/CD4/CD28 beads; in transgenic mouse T cells; in the data active = activation above about 50%; inconclusive = mostly about 30% to 49%; also: 0% is about no effect
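Readout: EGFP and DsRed signals by fluorescent plate cytometry. Unstimulated transgenic mouse T cells received compound 60 min before antibody-bead stimulation, then incubated 18 h at 37 degrees C.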
WRN helicase inh = qHTS for Inhibitors of WRN Helicase. WRN helicase unwinding, fluorescent forked duplex, kinetic. Potency, µM (highest dose often 114 µM), without a hit: at the top dose activity change, negative = inhibition, usual class: inhibitors. actives 0.46% (n = 360,000). AID 651768, 2012; also: potency is read from the fitted curve at half-maximal effect; % is scaled to controls: 0 for no effect and ±100 for the full control effect; nearly all actives have a fitted effect of over 55% in size
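Kinetic fluorescence helicase assay: unwinding of a quenched forked DNA duplex (100 nM final) with 2 mM ATP final raises red fluorescence (525/598 nm). Compounds sat 15 min at room temperature with 20 nM WRN beforehand.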
EPAC1 antag = qHTS for Antagonist of cAMP-regulated guanine nucleotide exchange factor 3 (EPAC1): primary screen; Rap guanine nucleotide exchange factor 3 (Homo sapiens), O95398; EPAC1 GEF assay, Rap1b-BODIPY-GDP exchange fluorescence; Potency, µM (titrated, usually from 115 µM), for inactives: top-dose activity change, negative = inhibition, most hits filed as inhibitors; actives 0.14% (n = 360,000); AID 720709, 2013;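 also: potency is read from the fitted curve at half-maximal effect; plate controls were vehicle for no effect and positive control for full effect; nearly all actives have a fitted effect of over 50% in size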
Numbers without * were called inactive; ? = inconclusive; . = not tested or not shown; [ ] = dose if it differs, or a comment. Unless noted, calls follow the shape of the dose curve; as a rule, active = well fitted curve in the direction sought with a large enough effect; inconclusive = small, poorly fitted or top-dose-only effect, or another doubt; inactive = no such curve, though single readings can be large; an effect the other way counts as inactive or inconclusive.

SMILES	FUS yeast rescue	EPAC1 agonist	PI5P4K alpha inh	PLK1 PBD inh	Abeta rescue	IL-2 act	WRN helicase inh	EPAC1 antag
CN(C)S(=O)(=O)c1ccc(N2CCCC2)c(C(=O)NNC(=O)c2ccc(Br)cc2)c1	20%	12%	1	-1%	11%	-3.5	-4%	0%
O=C(Cc1c(F)cccc1Cl)Nc1ccccc1-c1ccccc1	38%	-4%	6	-6%	3%	-0.6	-3%	-11%
CCCCCC(=O)Nc1ccc(N2CCN(S(C)(=O)=O)CC2)cc1	4%	4%	.	-7%	-1%	-0.4	-8%	-3%
COC(=O)c1c(NC(C)=O)sc(C(=O)Nc2ccccc2F)c1C	-5%	10%	?	24µM*	-16%	-1.7	-6%	5%
COc1ccc(-c2nc(-c3cccs3)c(-c3cccs3)[nH]2)cc1O	36%	27%	-14	-5%	22%	-0.1	-25%	-14%
CCOC(=O)c1sc(NC(=O)CCN2CCCCCC2)c(C(=O)OCC)c1C	10%	-6%	15	-8%	18%	-3.0	-25%	-27%
Cc1ccnc(NCc2c(O)ccc3ccccc23)c1	-26%	8%	7	?	1%	-0.1	-11%	?
O=C(CCNC(=O)c1ccccc1Cl)NCC(c1ccco1)N1CCCC1 (stereo unspecified)	23%	-7%	-2	-9%	8%	0.2	10%	7%
CCC1(C)Cc2c(sc3nc(SC)nc(NCCN(C)C)c23)CO1 (stereo unspecified)	9%	-6%	1	2%	14%	-1.0	-3%	-3%
Cc1ccc(OC(=O)c2cccc(S(=O)(=O)N(C)C)c2)c(-n2nc3ccccc3n2)c1	13%	5%	10	-2%	13%	0.9	-15%	-21%
COC(=O)c1cc(OC)c(OC)cc1NC(=O)c1ccc(OC)cc1	-17%	0%	-3	-4%	9%	-0.4	1%	-4%
O=C(N=C1c2ccccc2CN1c1ccc(F)c(F)c1)c1cccnc1	9%	-2%	1	-8%	-35%[inhibitor]	-2.1	-5%	-6%
Cc1ccc2[nH]c3c(NCCCN4CCCC4=O)ncnc3c2c1	7%	-10%	-3	2%	1%	0.8	-13%	-2%
Cc1cccc(N(C(=O)c2snc(C(N)=O)c2N)C(C(=O)NC2CCCC2)c2ccco2)c1 (stereo unspecified)	15%	-17%	4	4%	2%	-1.8	-4%	-15%
CCCCCc1c(C)nc(Nc2nc(C)c3cc(OC)ccc3n2)[nH]c1=O	-5%	-11%	-1	-2%	1%	-0.1	-6%	-2%
O=C(CN(C(=O)c1csnn1)c1cccc(C(F)(F)F)c1)NC1CCCC1	10%	2%	3	-6%	0%	0.4	-1%	17%
COc1ccc(/C=N/NC(=S)Nc2ccccc2)cc1COc1ccc(Br)cc1	19%	3%	3	-11%	24%	-3.9	-3%	-1%
Cc1cccnc1CNC(=O)C1(C)CCCN1CC(C)C (stereo unspecified)	-4%	-25%	-3	-1%	-8%	0.1	15%	26%
C[C@H]1CN([C@@H](C)CO)C(=O)c2cc(Br)cnc2O[C@H]1CN(C)C(=O)Cc1ccccn1	-29%	-10%	2	1%	-1%	-3.2	4%	13%
CC(C)(C)C(=O)Nc1c2c(nn1-c1ccc(F)cc1)CSC2	13%	5%	1	-1%	.	0.4	-9%	-7%
COc1cc(C(=O)NNC(=O)C2CSC3(C)CCC(=O)N23)cc(OC)c1OC (stereo unspecified)	-4%	-8%	7	0%	-21%	0.4	6%	8%
O=S(=O)(c1ccccc1F)N1CCN(Cc2nc3ccccc3[nH]2)CC1	-10%	3%	.	-2%	2%	-1.5	2%	5%
N/C(=N\OC(=O)c1ccc2c(c1)OCO2)c1ccncc1	16%	14%	-15	-1%	-14%	-0.5	0%	0%
COc1ccc(C)cc1S(=O)(=O)N1CCN(C(=O)c2ncoc2-c2ccccc2C)CC1	24%	16%	1	-3%	0%	-0.5	13%	20%
O=C(CCNS(=O)(=O)c1c(Cl)cccc1Cl)OCC(=O)c1ccccc1	.	4%	1	-5%	12%	2.1	1%	-4%
CC1CCCCC12NC(=O)N(CC(=O)OCC(=O)N(C)C1CCCCC1)C2=O (stereo unspecified)	-4%	2%	1	0%	0%	-0.2	0%	-8%
O=C(NCc1cccs1)c1ccccc1F	-21%	-3%	2	-1%	21%	1.9	2%	8%
S=C(Nc1ccc2cn[nH]c2c1)Nc1ccc(Cl)cc1Cl	-8%	10%	?	15µM*	-1%	1.4	1%	-11%
CC(=O)Nc1ccc(N(C(=O)c2ccco2)C(C(=O)NC2CCCC2)c2ccc(N3CCOCC3)cc2)cc1 (stereo unspecified)	25%	-3%	8	-3%	4%	-0.6	0%	-3%
O=C(CCOc1ccccc1)NCc1ccccc1	10%	-2%	.	-3%	4%	0.6	8%	2%
Cc1ccc(S(=O)(=O)N(CC(=O)N2CCc3ccccc3C2)c2ccc(Cl)c(Cl)c2)cc1	21%	22%	10	1%	23%	-0.8	-5%[57.1 µM]	15%
COC(=O)/C=C1\C(=O)N(c2nc3ccccc3s2)C(=S)N1c1ccc(F)cc1	24%	12%	.	4%	4%	5.1	-13%	-10%
CCn1c(CSCc2c(Cl)cccc2Cl)n[nH]c1=S	-5%	7%	-13	?	38%	-1.1	4%[57.1 µM]	-11%
CCCCOC(=O)Nc1ccc(S(=O)(=O)Nc2onc(C)c2C)cc1	-23%	2%	-1	-3%	3%	-0.9	-3%	-2%
CC(=O)CSc1nnc(CSc2ncccn2)n1C1CCCCC1	16%	7%	.	-12%	0%	4.9	0%	-11%
O=C(Nc1ccc(NC(=O)c2cccs2)cc1)c1cccnc1	-19%	-4%	3	0%	-2%	-1.4	4%	13%
O=C(Nc1ccccc1N1CCOCC1)c1cc(-c2ccncc2)nc2ccccc12	27%	-7%	-5	2%	14%	-5.7	-1%	-5%
COc1ccc(/C=C/C(=O)OCC(=O)N2c3ccccc3CC2C)c(OC)c1 (stereo unspecified)	-29%	12%	-9	-12%	9%	-3.3	10%	2%
CCCn1ncc(CN2CCC(n3nccc3NC(=O)c3ccccc3OC)CC2)c1C	.	3%	-2	3%	6%	0.4	-8%	10%
O=C(COC(=O)c1ccc2ccccc2c1)NCCCc1ccccc1	-1%	0%	-2	2%	4%	-2.0	4%	-30%
Cc1ccccc1N1CCN(C2CCCN(C(=O)c3csc(C(C)C)n3)C2)CC1 (stereo unspecified)	.	14%	9	-5%	-8%	-1.3	-24%	7%
COc1ccccc1NS(=O)(=O)c1cccc(NC(=O)c2cc3ccccc3oc2=O)c1	12%	-2%	-2	-28%	-7%	0.3	4%[57.1 µM]	-17%
O=C(OCCN1CCOCC1)c1ccc(OCCN2CCOCC2)cc1	-19%	1%	-1	-4%	4%	1.4	-29%[57.1 µM]	-8%
CCN(C(=O)COC(=O)/C=C/c1c(C)nn(Cc2ccc(C)cc2)c1C)C1CCS(=O)(=O)C1 (stereo unspecified)	16%	9%	5	-15%	-9%	0.5	3%	-13%
COc1ccc(N2CCN(C(=O)c3ccc(F)cc3)CC2)c([N+](=O)[O-])c1	14%	9%	2	-10%	-19%	1.9	-2%	8%
O=C(COC(=O)c1ccc(Cl)c(S(=O)(=O)NCc2ccccc2)c1)NCC1CCCO1 (stereo unspecified)	2%	9%	1	-3%	2%	0.7	8%	5%
CCOc1ccc(NC(=O)Cn2nnc(C(=O)NCc3ccc(OC)cc3)c2N)cc1	13%	3%	-3	-11%	15%	-2.5	-3%	10%
Cc1nn2cc(-c3cccc(Cl)c3)cnc2c1Cl	5%	2%	0	2%	-11%	-0.5	0%	0%
CN(C)CCCNC(=S)N1CCC(C(=O)c2ccc(Cl)cc2)CC1	-20%	-2%	-5	0%	1%	-2.8	8%	2%
CC(C)c1ccc(NC2CCCN(C(=O)c3ccnc(Cl)c3)C2)cc1 (stereo unspecified)	-23%	-1%	-1	-9%	5%	-0.2	-6%	-10%
Cc1csc2nc(CNS(=O)(=O)c3ccc(-c4ccccc4)cc3)cn12	-30%	2%	4	-13%	11%	-3.1	-5%	-3%
CN(C)CCNC(=O)CNC(=S)N(Cc1ccccc1)Cc1cccnc1	28%	-3%	2	-2%	-8%	-3.2	-4%	1%
COc1ccc(-n2nnnc2CNC(=O)C(=O)c2c[nH]c3ccccc23)cc1	26%	-1%	0	2%	6%	-0.4	-6%	-12%
COc1ccc(C(=O)COC(=O)COc2ccc(C)c(C)c2)cc1	2%	13%	7	-2%	9%	0.6	-34%[57.1 µM]	-3%
O=C1CSc2ccc(S(=O)(=O)NCc3ccc(Cl)cc3)cc2N1	34%	-1%	1	-7%	10%	1.6	-5%[57.1 µM]	-6%
COCCN(C(=O)COC(=O)CC(C)c1ccccc1)c1c(N)n(Cc2ccccc2)c(=O)[nH]c1=O (stereo unspecified)	22%	-5%	-3	-4%	2%	-0.9	5%	-3%
CCc1nc(NC(=O)NS(=O)(=O)c2ccccc2C(=O)OC)nc(OC)n1	-22%	8%	4	-11%	-3%	0.4	1%	-3%

Record cards, as listed above. Order of values: FUS yeast rescue, EPAC1 agonist, PI5P4K alpha inh, PLK1 PBD inh, Abeta rescue, IL-2 act, WRN helicase inh, EPAC1 antag
Results for `COc1ccc(C(=O)COC(=O)COc2ccc(C)c(C)c2)cc1` : 2%, 13%, 7, -2%, 9%, 0.6, -34%[57.1 µM], -3%
Results for `Cc1ccccc1N1CCN(C2CCCN(C(=O)c3csc(C(C)C)n3)C2)CC1` (stereo unspecified) : ., 14%, 9, -5%, -8%, -1.3, -24%, 7%
Results for `COc1ccccc1NS(=O)(=O)c1cccc(NC(=O)c2cc3ccccc3oc2=O)c1` : 12%, -2%, -2, -28%, -7%, 0.3, 4%[57.1 µM], -17%
Results for `COc1ccc(N2CCN(C(=O)c3ccc(F)cc3)CC2)c([N+](=O)[O-])c1` : 14%, 9%, 2, -10%, -19%, 1.9, -2%, 8%
Results for `Cc1csc2nc(CNS(=O)(=O)c3ccc(-c4ccccc4)cc3)cn12` : -30%, 2%, 4, -13%, 11%, -3.1, -5%, -3%
